# Screens from PubChem BioAssay.
# H1N1 NS1A inhibition = NS1A inhibition, H1N1 influenza, cell based functional assay (AID 504329); inhibition, % at 12.5 µM; hits with a dose series show IC50 in µM; hit rate 0.3% among 340,000; NS1A functional cell-based assay, percent inhibition; higher % means a stronger effect; in the data active means a potency from the dose series; inconclusive means inhibition above about 27% without an active follow-up result; further: strong numbers were not always called active
# PhoP GFP inhibition = PhoP regulon inhibitors, Salmonella typhi PhoP promoter GFP reporter, confirmatory (AID 1850). hit rate 0.33% among 310,000. inhibition, % at 50 µM; hits with a dose series show IC50 in µM. Salmonella Typhi PhoP-promoter GFP reporter, fluorescence, 4 h; higher % means a stronger effect; in the data active means a potency from the dose series; inconclusive means inhibition mostly from about 25% at the one dose, without a potency; inactive means the rest, 99 in 100 with inhibition below about 19%;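 further: 0% = induced wells with vehicle and 100% = uninduced wells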
# VEEV TC-83 Vero = inhibitors of VEEV TC-83 cytopathic effect, confirmation, Vero cells (AID 588727); hit rate 0.13% among 350,000; inhibition, % at 20 µM, or IC50 in µM where a hit was titrated; Vero cells, VEEV TC-83 cytopathic effect inhibition; higher % means a stronger effect; in the data active means a potency from the dose series; inconclusive means inhibition mostly from about 14% at the one dose, without a potency; inactive means the rest, 99 in 100 with inhibition below about 12%; further: strong numbers were not always called active
# tuberculosis growth = growth inhibition of non-replicating M. tuberculosis (AID 488890) | hit rate 0.39% among 320,000 | Mycobacterium tuberculosis non-replicating, growth inhibition; higher % means a stronger effect | one-dose inhibition, % at 25 µM; IC50 in µM for titrated hits; in the data active means a potency from the dose series; inconclusive means inhibition mostly from about 82% at the one dose, without a potency; inactive means the rest, 99 in 100 with inhibition below about 76%;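 further: plate controls were DMSO cells for no effect and high antibiotic wells for full effect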
# H37Rv inhibition = M. tuberculosis growth inhibition, HTS (AID 449762); hit rate 0.59% among 330,000; M. tuberculosis H37Rv growth inhibition, 7H9 media; higher % means a stronger effect; inhibition, % at 25 µM; hits with a dose series show IC50 in µM; in the data active means a potency from the dose series; inconclusive means inhibition above about 70% without an active follow-up result;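 further: bacterial growth assessed after seven days of incubation; strong numbers were not always called active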
# VEEV TC-83 Vero 10K pilot screen = second read-out of VEEV TC-83 Vero, no call of its own (marks repeat the call); inhibition, %; measured here: 10K pilot screen inhibition
# An asterisk follows results filed as active; i = inactive; ? = inconclusive; . = no result given. Hits appear at their usual frequency; 1.5% or so of the library scored in one or more.
SMILES,H1N1 NS1A inhibition,PhoP GFP inhibition,VEEV TC-83 Vero,tuberculosis growth,H37Rv inhibition,others
COC(=O)C(C)NC(=O)C1CCCN1S(=O)(=O)c1cc(C)c(Cl)cc1C (configuration not stated),-10%,-2%,0.2%,-8%,-12%,
COc1ccc2[nH]c3c(c2c1)CCNC3c1ccc([N+](=O)[O-])o1 (configuration not stated),15%,-33%,5.4%,?,-4%,
Cc1ccc(NCC(=O)N/N=C/c2c[nH]c3ccccc23)cc1,15%,0%,0.4%,30%,36%,
O=C(CSc1nnc(-c2ccc(F)cc2)o1)Nc1ccc(S(=O)(=O)N2CCCC2)cc1,3%,-13%,1.2%,18%,6%,
O=C(CSc1nc(=O)n2ccccc2n1)NCc1ccccc1,0%,-8%,2.1%,-5%,-2%,
Cc1cccc(NS(=O)(=O)c2cc([N+](=O)[O-])ccc2C)n1,3%,3%,0.2%,-18%,-3%,
CCOC(=O)C(=O)Nc1ccc(S(=O)(=O)Nc2ncccn2)cc1,22%,3%,2.9%,12%,1%,
COc1ccc(OC)c(C2CC(=O)Nc3n[nH]c(-c4ccccc4)c32)c1 (configuration not stated),3%,16%,7.3%,-8%,6%,
C[C@H]1CN=C(Nc2ccccc2)N1CC1CCC1,-14%,2%,0.1%,5%,-4%,
C=CCNC(=O)N1CCCC(N2CCN(c3ccccc3OC)CC2)C1 (configuration not stated),-2%,-4%,i,2%,2%,
O=C(N/N=C/c1ccc(Sc2nc3ccccc3[nH]2)o1)c1ccncc1,-4%,6%,1.1%,-9%,?,
NNc1nc(C(F)(F)F)nc2ccccc12,6%,5%,1.3%,31%,4%,
CCOc1ccc(N2C(=O)C3=C(C(c4ccc(Cl)cc4)=NCCN3)C2c2cccnc2)cc1 (configuration not stated),-4%,-9%,i,7%,1%,
CS(=O)(=O)c1ccccc1-c1nc(-c2ccc([N+](=O)[O-])cc2)no1,5%,1%,1.7%,-8%,2%,VEEV TC-83 Vero 10K pilot screen=5.0
Cc1ccc(C(=O)NC2CCC(C)CC2)s1 (configuration not stated),2%,3%,5.4%,69%,60%,
O=C(O)Cn1nnc(COc2ccccc2)n1,7%,-20%,0.8%,-1%,3%,
Cc1ccc(Nc2nc3ccccc3nc2Nc2c(C)n(C)n(-c3ccccc3)c2=O)cc1,8%,-6%,0.1%,21%,9%,VEEV TC-83 Vero 10K pilot screen=0.8
Cc1ccc(OCCN(C)C(=O)C2CCC(=O)N(CCCN3CCOCC3)C2)cc1 (configuration not stated),0%,-5%,i,12%,0%,
COc1cc(-c2[nH]ncc2CN2CCN(c3cccc(C)n3)CC2)cc(OC)c1OC,-25%,16%,5.0%,9%,-2%,
O=[N+]([O-])c1cccc(Nc2c3ccccc3nc3ccccc23)c1,8%,-10%,5.1%,33%,5%,
C=CCOc1ccc2c3c(c(=O)oc2c1)CCCC3,1%,.,i,.,.,
COc1ccc2c(c1OC)C(=O)N1c3ccccc3C(=O)N(c3ccccc3F)C21 (configuration not stated),0%,-25%,10%,14%,-2%,
O=C1S/C(=C/c2ccc(N3CCOCC3)o2)C(=O)N1Cc1ccc(F)cc1,1%,-14%,2.0%,38%,-8%,
O=C(O)c1ccc(N2C(=O)/C(=C/c3ccc(-c4ccc([N+](=O)[O-])cc4)o3)C=C2c2ccccc2)cc1,6µM*,0%,4.7%,49%,17µM*,
CCOC(=O)CC(=O)CSCC(=O)Nc1ccc(C)cc1,-3%,1%,2.1%,25%,-10%,

# Random excerpt: 2 entries already listed, in no set order.
SMILES,H1N1 NS1A inhibition,PhoP GFP inhibition,VEEV TC-83 Vero,tuberculosis growth,H37Rv inhibition,others
C[C@H]1CN=C(Nc2ccccc2)N1CC1CCC1,-14%,2%,0.1%,5%,-4%,
CS(=O)(=O)c1ccccc1-c1nc(-c2ccc([N+](=O)[O-])cc2)no1,5%,1%,1.7%,-8%,2%,VEEV TC-83 Vero 10K pilot screen=5.0

# Sorted by molar mass (low to high): three of the compounds above
SMILES,H1N1 NS1A inhibition,PhoP GFP inhibition,VEEV TC-83 Vero,tuberculosis growth,H37Rv inhibition,others
O=C(O)Cn1nnc(COc2ccccc2)n1,7%,-20%,0.8%,-1%,3%,
O=C(N/N=C/c1ccc(Sc2nc3ccccc3[nH]2)o1)c1ccncc1,-4%,6%,1.1%,-9%,?,
O=C(CSc1nnc(-c2ccc(F)cc2)o1)Nc1ccc(S(=O)(=O)N2CCCC2)cc1,3%,-13%,1.2%,18%,6%,

# The listing picks up with the 5 entries that preceded the break.
SMILES,H1N1 NS1A inhibition,PhoP GFP inhibition,VEEV TC-83 Vero,tuberculosis growth,H37Rv inhibition,others
C=CCOc1ccc2c3c(c(=O)oc2c1)CCCC3,1%,.,i,.,.,
COc1ccc2c(c1OC)C(=O)N1c3ccccc3C(=O)N(c3ccccc3F)C21 (configuration not stated),0%,-25%,10%,14%,-2%,
O=C1S/C(=C/c2ccc(N3CCOCC3)o2)C(=O)N1Cc1ccc(F)cc1,1%,-14%,2.0%,38%,-8%,
O=C(O)c1ccc(N2C(=O)/C(=C/c3ccc(-c4ccc([N+](=O)[O-])cc4)o3)C=C2c2ccccc2)cc1,6µM*,0%,4.7%,49%,17µM*,
CCOC(=O)CC(=O)CSCC(=O)Nc1ccc(C)cc1,-3%,1%,2.1%,25%,-10%,
COc1ccccc1-c1cc(C(=O)NCc2ccccc2)no1,-4%,-3%,i,23%,-4%,VEEV TC-83 Vero 10K pilot screen=4.3
CN(Cc1ccccc1)C(=O)CSc1nc2ccccc2[nH]1,1%,-19%,0.4%,5%,-4%,
COc1ccc(-c2cc(C(=O)N3CCN(c4ccccc4O)CC3)c3ccccc3n2)cc1,-8%,.,10%,22%,0%,
C/C(CC(=O)Nc1ccc2c(c1)OCO2)=N\NC(=O)C(c1ccccc1)c1ccccc1,5%,15%,0.5%,7%,-2%,
COc1cc(Cl)ccc1OCc1cc(C(=O)N2CCCCCC2)no1,-4%,4%,i,19%,5%,
CCOC(=O)c1cnc2cc(-c3ccc(Cl)cc3)nn2c1N,-1%,10%,0.2%,-4%,11%,
COc1cccc(N2CCN(S(=O)(=O)c3ccc4c(c3)CC(C)N4C(=O)C3CC3)CC2)c1 (configuration not stated),6%,10%,1.4%,12%,-3%,
COC(=O)Nc1c(-c2ccccc2)nc2ccc(Cl)cn12,17%,-5%,0.1%,-18%,-1%,
CSc1ccccc1NC(=O)NCCCl,7%,-7%,0.1%,-3%,2%,
COc1ccc2sc(-c3ccccc3OC)c(-c3ccc(OC)nc3)c2c1,-24%,.,8.3%,23%,15%,
CN(C)C(=O)COC(=O)c1ccc(S(=O)(=O)NCc2ccco2)cc1,5%,-17%,1.9%,-11%,1%,
CCN1C(=O)[C@@H]2[C@@H](c3ccc(SC4CCCCC4)cc3)N3CCCC[C@@]3(C(=O)OC)[C@@H]2C1=O,-15%,-7%,4.7%,-12%,8%,
COc1ccc(CNC(=S)NNC(=O)c2cc3ccccc3o2)cc1,0%,1%,7.5%,21%,14%,
Cc1ccc(C(=O)Nc2ccc(C(=O)N3CCCCC3)cc2)o1,11%,-4%,0.8%,-13%,-8%,
CN1C(=O)c2ccccc2Sc2ccc(NC(=O)N3CCOCC3)cc21,2%,-1%,0.5%,-4%,-9%,
Cc1cc(=O)oc2cc(OCC#N)ccc12,-2%,-4%,0.2%,-15%,-12%,
COc1cccc2c(=O)c3ccoc3n(C)c12,8%,4%,0.4%,9%,-5%,
Cn1cccc1C(=O)NNC(=O)COc1ccc(C#N)cc1,-11%,.,2.5%,1%,-7%,
COc1ccc(C2=CC(=O)C[C@H](c3ccc(F)cc3)C2)c(F)c1F,14%,.,i,65%,?,
CN(C(=O)c1ccc(N2CCCCC2)c([N+](=O)[O-])c1)C1(C)CCS(=O)(=O)C1 (configuration not stated),0%,-2%,1.7%,5%,-13%,
COCCCN(C(C)=O)c1nc(-c2ccccc2)cs1,6%,14%,i,8%,-5%,
COc1ccc(-n2c(CNC(=O)c3cccs3)n[nH]c2=S)cc1,-1%,4%,i,-21%,-8%,
O=C(COc1ncnc2c1cnn2-c1ccccc1)Nc1ccc(S(=O)(=O)N2CCCCC2)cc1,6%,0%,4.2%,26%,15%,
Cc1nc2ccccc2n1CCc1nc2c3ccccc3nc(SCC(=O)NCc3ccco3)n2n1,4%,-12%,5.2%,-8%,4%,
O=C(Nc1ccc(Cl)cc1Cl)c1n[nH]c(Cn2cncn2)n1,-13%,-7%,i,?,1%,

# (listing goes on)
SMILES,H1N1 NS1A inhibition,PhoP GFP inhibition,VEEV TC-83 Vero,tuberculosis growth,H37Rv inhibition,others
Cc1ccc(OCCCCn2ccnc2)c(Cl)c1,-8%,2%,0.3%,8.2µM*,?,
C/C(CC(=O)Nc1ccc(Br)cc1)=N\NC(=O)Cc1csc(N)n1,15%,.,0.3%,.,.,
COc1ccccc1NS(=O)(=O)c1cccc(C(=O)NNC(=O)c2ccc(=O)[nH]c2)c1,-11%,.,1.4%,12%,-6%,
CC1CN=C(N(Cc2ccccc2)C(=O)Nc2ccccc2)S1 (configuration not stated),-9%,-5%,0.2%,6%,-4%,
COc1ccc2c(=O)c(-c3ccc(C)cc3)c(-c3ccccc3)oc2c1,-17%,.,i,.,.,
CCOC(=O)[C@@H]1[C@H]2COc3ccccc3[C@H]2N2C(=O)N(c3ccccc3)C(=O)[C@]12C,4%,-32%,i,-12%,-8%,
O=C(C1CC1)N1CCN(S(=O)(=O)c2ccc3c(c2)OCCO3)CC1,-2%,6%,0.4%,-9%,-10%,
O=C(Nc1ccc(-c2csnn2)cc1)C1CC1,-6%,-1%,2.1%,26%,?,
O=C(Nc1ccc(F)cc1F)c1ccc(-n2cccn2)nc1,9%,-2%,0.6%,28%,10%,
O=C(CCl)NC(Cc1ccccc1)c1ccccc1 (configuration not stated),-15%,3%,?,71%,?,
O=C(Nc1nnc(-c2ccc(Cl)cc2)o1)Nc1ccccc1Cl,3%,0%,7.5%,.,?,
O=C(CCNC(=O)c1ccco1)Nc1ccc(SC(F)F)cc1,15%,29%,1.3%,34%,68%,
Cc1cccc(NC(=O)N2CCC(n3nnc4cc(C)ccc43)CC2)c1,-5%,-9%,0.4%,17%,6%,
COC(=O)CN1C(=O)[C@H]2[C@@H](c3ccc(C)o3)N3C(=O)CN(Cc4ccccc4)C(=O)[C@@]3(C)[C@H]2C1=O,12%,-5%,0.3%,-1%,7%,
CCOC(=O)c1ccc(NC(=S)N2CCN(C(=O)C3CCCO3)CC2)cc1 (configuration not stated),-5%,-12%,1.1%,9%,3%,
Cc1ccc2c(c1)S(=O)(=O)c1ccc3ccccc3c1N2,2%,.,1.2%,.,.,
CN(C)S(=O)(=O)c1ccc(N2CCCC2)c(C(=O)NCc2ccc(Cl)cc2)c1,4%,6%,7.0%,23%,2%,
O=C(NN1C(=O)C2C(C1=O)C1C=CC2C12CC2)c1cccnc1 (configuration not stated),-7%,-3%,0.2%,11%,48%,
CCOC(=O)c1c(NC(=O)CSc2nc3ccccc3c(=O)n2-c2ccccc2)sc(C(C)=O)c1C,0%,-13%,0.8%,1%,0%,
CC(C)NS(=O)(=O)c1ccc(CCC(=O)N2CCC(C(N)=O)CC2)cc1,-4%,8%,0.3%,0%,-7%,
COc1ccccc1-c1cn[nH]c1-c1ccc(OCc2ccccc2)cc1O,7%,15%,3.4%,1%,12%,
CCOC(=O)C1CCCN(C(=O)C2CCN(S(=O)(=O)c3cccs3)CC2)C1 (configuration not stated),-4%,4%,i,6%,-5%,
C=CCOC(=O)C1=C[C@@H](c2ccc(Br)cc2)C[C@@H](OCc2ccc(CO)cc2)O1,-4%,-5%,0.7%,66%,57%,
COc1ccc(CCN2C(=O)C3C4CC(C5C(C(=O)N/N=C\c6ccc(Cl)cc6)=NOC45)C3C2=O)cc1OC (configuration not stated),-2%,-10%,0.8%,-9%,3%,
Cc1ccc(NC(=O)c2ccc(Cl)c(NC(=O)c3cccs3)c2)cc1,-10%,-1%,8.3%,41%,13%,
